# Tau fluor counter: Counterscreen qHTS for Inhibitors of Tau Fibril Formation, Fluorescence Polarization | tau K18 P301L Alexa594 fluorescence, heparin fibrillization | Potency, µM (series often up to 57.7 µM), inactives show at the highest dose activity change, negative = decrease | 280,000 tested, 0.93% active | AID 1463, 2008; note: % is set by controls: 0 for no effect and ±100 for the full control effect; nearly all actives have a fitted effect of over 55% in size
#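 Human K18 P301L tau (15 uM unlabeled plus 0.24 uM Alexa 594-labeled, final) in 100 mM sodium acetate pH 7 was mixed with compound and 20 uM heparin and incubated 6 hr at 37 C.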
# GAA inhib: qHTS Assay for Inhibitors of Human alpha-Glucosidase as a Potential Chaperone Treatment of Pompe Disease. purified human GAA, 4-MU-alpha-glucoside fluorescence. Potency, µM (top dose mostly 76.9 µM), for the others: at the highest dose activity change, negative = inhibition, most hits filed as inhibitors. 200,000 tested, 0.005% active. AID 1466, 2008;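 note: plate controls were uninhibited enzyme wells for no effect and no-enzyme background for full effect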
#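 Fluorogenic assay: 4 nM human alpha-glucosidase with 400 uM 4-methylumbelliferyl-alpha-D-pyranoside in 50 mM citrate/phosphate, 0.005% Tween-20, pH 5.0, 20 min at room temperature. Compounds tested up to 77 uM; AC50 from Hill fits.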
# Tau FP inhib: qHTS for Inhibitors of Tau Fibril Formation, Fluorescence Polarization. Microtubule-associated protein tau (Homo sapiens), P10636. K18 P301L tau heparin fibrillization, Alexa594 FP, 6 h. Potency, µM (highest dose often 57.7 µM), without a hit: at the highest dose activity, negative = inhibition, most hits filed as inhibitors. 280,000 tested, 0.39% active; note: % is set by controls: 0 for no effect and ±100 for the full control effect; nearly all actives have a fitted effect of over 55% in size
# Target sequence (P10636 561-689 P618L limits assumed): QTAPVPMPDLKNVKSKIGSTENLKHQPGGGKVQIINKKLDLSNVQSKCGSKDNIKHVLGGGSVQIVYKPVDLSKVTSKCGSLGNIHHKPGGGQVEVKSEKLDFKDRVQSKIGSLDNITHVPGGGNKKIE
#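 Recombinant K18 P301L […], labeled with Alexa 594 at 0.24 uM over 15 uM unlabeled; heparin inducer 20 uM final; 37 C, 6 hr; FP endpoint.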
# aGal spleen mod: qHTS Assay for Inhibitors and Activators of Human alpha-Galactosidase From Spleen Homogenate. Alpha-galactosidase A (Homo sapiens), P06280. AID 2107, 2009. Potency, µM (titrated, usually from 80 µM), for the others: top-dose activity change, negative = inhibition, hits mostly inhibitors. 240,000 tested, 0.008% active. human spleen homogenate, 4MU-alpha-Gal fluorescence, 40 min;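 note: 0% = enzyme with vehicle and -100% = no enzyme basal signal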
# Target sequence (P06280 32-429 limits assumed): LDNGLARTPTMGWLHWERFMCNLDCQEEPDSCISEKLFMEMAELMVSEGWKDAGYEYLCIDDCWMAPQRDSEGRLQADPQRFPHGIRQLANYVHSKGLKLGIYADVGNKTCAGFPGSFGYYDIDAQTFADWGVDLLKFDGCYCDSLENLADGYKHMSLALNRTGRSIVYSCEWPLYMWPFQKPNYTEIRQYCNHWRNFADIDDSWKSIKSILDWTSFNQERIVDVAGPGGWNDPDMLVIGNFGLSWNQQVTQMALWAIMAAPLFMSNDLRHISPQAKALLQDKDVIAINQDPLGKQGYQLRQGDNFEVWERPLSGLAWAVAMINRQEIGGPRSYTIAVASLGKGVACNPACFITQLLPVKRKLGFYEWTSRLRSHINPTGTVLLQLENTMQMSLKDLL
#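 Fluorogenic readout (Ex 365/Em 440 nm) of 4-methylumbelliferone released from 1 mM 4-MU-alpha-galactoside by spleen homogenate, 40 min at 37C, pH 5.0. Data normalized to no-enzyme and enzyme controls; Hill-equation AC50 from compound titrations.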
# HTT ATP protect: qHTS Multiplex Assay to Identify Dual Action Probes in a Cell Model of Huntington: Cytoprotection (ATP); 230,000 tested, 0.14% active; PC12 HTT-Q103 induced, cytoprotection, ATP luminescence, 40 h; Potency, µM (highest dose often 56.4 µM), inactives show cytoprotection (ATP increase), most hits filed as activators;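 note: % of control where 0% means no effect; nearly all actives have a fitted effect of over 45% in size; toxic huntingtin expression switched on by the ecdysone agonist tebufenozide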
#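 Cells were plated at 1500 per well in phenol red-free DMEM with 5% equine and 5% calf serum. Tebufenozide (100 nM final) and compounds were added, then ATPlite reagent, and luminescence was read.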
# aGlu spleen mod: qHTS Assay for Inhibitors and Activators of Human alpha-Glucosidase From Spleen Homogenate | Lysosomal alpha-glucosidase (Homo sapiens), P10253 | human spleen homogenate, 4-MU-alpha-glucoside fluorescence | Potency, µM (series often up to 79.9 µM), for inactives: at the top dose activity change, negative = inhibition, hits mostly inhibitors | 240,000 tested, 0.006% active;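 note: 0% = enzyme with vehicle and -100% = no enzyme basal signal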
#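 Human spleen homogenate (1 ug) with 4-methylumbelliferyl-alpha-D-glucopyranoside (1 mM final) in 50 mM citrate/phosphate pH 5.0, 0.01% Tween-20; 40 min at 37 C. Stopped at pH 10; 4-MU fluorescence Ex 365/Em 440 nm; AC50 by Hill fit.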
# GAA glycogen mod: qHTS Assay for Inhibitors and Activators of Human alpha-Glucosidase Cleavage of Glycogen; 300,000 tested, 0.38% active; Potency, µM (doses to about 76.4 µM), for inactives: at the highest dose activity change, negative = inhibition, actives largely listed as inhibitors; recombinant GAA, glycogen substrate, Amplex Red glucose oxidase fluorescence;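 note: 0% = full enzyme reaction and -100% = no-enzyme basal signal; the screen sought inhibitors and activators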
#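 Recombinant enzyme (4 nM final) with compounds titrated up to 77 uM and bovine liver glycogen (30 ug) in citrate pH 5.0, 0.01% Tween-20, 37 C 40 min. Released glucose detected by Amplex Red/glucose oxidase (Ex 573/Em 610); AC50 from Hill fits.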
# Tau ThT inhib: qHTS for Inhibitors of Tau Fibril Formation, Thioflavin T Binding | Microtubule-associated protein tau (Homo sapiens), P10636 | recombinant tau K18 P301L (four-repeat tau fragment), heparin-induced fibrillization, ThT fluorescence | Potency, µM (top dose mostly 57.4 µM), for inactives: top-dose activity, negative = inhibition, most hits filed as inhibitors | 270,000 tested, 2.1% active; note: % is set by controls: 0 for no effect and ±100 for the full control effect; nearly all actives have a fitted effect of over 55% in size
#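 K18 P301L tau (15 uM + 0.24 uM Alexa 594-tagged), heparin 20 uM, NaOAc pH 7, 6 h 37 C; ThT 30 uM, 1 h RT, ex 450/em 510 nm.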
# The depositor's hits bear a star; ? = inconclusive; . = not tested or not shown; & = joins results of further samples; [ ] = another dose, or the depositor's remark. Calls come from the whole dose curve; as a rule, active = well fitted curve in the direction sought with a large enough effect; inconclusive = small, poorly fitted or top-dose-only effect, or another doubt; inactive = no such curve, though single readings can be large; an effect the other way counts as inactive or inconclusive. Potency is the fitted concentration of half-maximal effect.
1	COc1ccc2nc(NNC(=O)C3COc4ccccc4O3)sc2c1 (configuration not stated)
2	Cc1c(C(c2ccc([N+](=O)[O-])cc2)c2c(C)n(C)n(-c3ccccc3)c2=O)c(=O)n(-c2ccccc2)n1C
3	Cc1cccc(C)c1Nc1c(-c2ccsc2)nc2cccc(C)n12
4	CCOc1ccccc1CNC(=O)c1ccc(CS(=O)Cc2cccc(Cl)c2)o1 (configuration not stated)
5	CCCNC(=O)COc1ccccc1[N+](=O)[O-]
6	CCOc1ccc(S(=O)(=O)Nc2nc3ccc(OC)cc3s2)cc1
7	CCOc1ccc(OCC(=O)Nc2ccc(S(N)(=O)=O)cc2)cc1
8	O=C(COc1ccc([N+](=O)[O-])cc1Cl)NCCc1ccccc1
screen / no.,1,2,3,4,5,6,7,8
Tau fluor counter,?,1%,-18%,-4%,1%,-12%,-6%,1%
GAA inhib,-2%[15.4 µM],-9%,.,.,-7%,-9%,5%,6%
Tau FP inhib,-15%,-4%,-10%,14%,-2%,5%,5%,11%
aGal spleen mod,-13%,2%,.,.,3%,3%,4%,5%
HTT ATP protect,.,4%,.,.,13%[10 µM],20%,-30%,-40%[10 µM]
aGlu spleen mod,0%,1%,.,.,0%,-2%,-10%,2%
GAA glycogen mod,-13%,1%,-19%[76.3 µM],17%[76.3 µM],-2%,2%,8%,-3%
Tau ThT inhib,?,1%,-4%,-16%,8%,-17%,-16%,-7%

# An excerpt of these results, tab-delimited.
no.	compound	Tau fluor counter	GAA inhib	Tau FP inhib	aGal spleen mod	HTT ATP protect	aGlu spleen mod	GAA glycogen mod	Tau ThT inhib
3	Cc1cccc(C)c1Nc1c(-c2ccsc2)nc2cccc(C)n12	-18%	.	-10%	.	.	.	-19%[76.3 µM]	-4%
5	CCCNC(=O)COc1ccccc1[N+](=O)[O-]	1%	-7%	-2%	3%	13%[10 µM]	0%	-2%	8%
2	Cc1c(C(c2ccc([N+](=O)[O-])cc2)c2c(C)n(C)n(-c3ccccc3)c2=O)c(=O)n(-c2ccccc2)n1C	1%	-9%	-4%	2%	4%	1%	1%	1%
7	CCOc1ccc(OCC(=O)Nc2ccc(S(N)(=O)=O)cc2)cc1	-6%	5%	5%	4%	-30%	-10%	8%	-16%

# Remaining list, next part
9	CCCN1C(=O)/C(=C/c2ccc(OCC(=O)OCC)cc2)NC1=S
10	CCSc1nc2c(c(=O)[nH]c(=O)n2C)n1Cc1ccc(Cl)cc1
11	COc1ccc(/C=C2/SC(=O)N(CCC(=O)Nc3ccc(S(=O)(=O)Nc4nccs4)cc3)C2=O)cc1
12	O=C(Nc1cccnc1)c1ccc(N2CCCC2)c([N+](=O)[O-])c1
13	CN1CCN(CC(=O)Nc2ccc(OCc3ccccc3)cc2)CC1
14	COc1ccc(NC(=O)c2ccc(-c3cccc(Cl)c3C)o2)cc1
15	CCOc1ccc2nc(NC(=O)/C=C/c3ccc4c(c3)OCO4)sc2c1
16	C=C(C)C1CC=C(C)/C(=N/NC(=O)C2CC2c2ccccc2)C1 (configuration not stated)
screen / no.,9,10,11,12,13,14,15,16
Tau fluor counter,-21%,-7%,-3%,-11%,-6%,?,-6%,-5%
GAA inhib,-6%,-4%,-12%,9%,-10%,.,-3%,1%
Tau FP inhib,-1%,1%,?,3%,0%,-6%,0%,-5%
aGal spleen mod,-3%,-5%,-3%,-2%,-3%,.,-1%,-3%
HTT ATP protect,14%,-25%,12%[10 µM],-58%[inhibitor],-21%,.,.,18%[10 µM]
aGlu spleen mod,-7%,-5%,-3%,2%,2%,.,-1%,2%
GAA glycogen mod,-1%,1%,-1%,21%,2%,-2%[76.3 µM],-5%,-3%
Tau ThT inhib,?,-11%,2%,?,-6%,?,?,-5%

17	COC(=O)N1[C@H](C)C=C[C@]1(Cc1ccccc1)C(=O)OC
18	Cc1cc2cc(C)c3nnc(SCC(=O)NCc4ccc5c(c4)OCO5)n3c2cc1C
19	COc1cc(-c2nnc(SCC(=O)NCc3ccccc3Cl)o2)cc(OC)c1OC
20	CCn1c(=O)n(-c2ccc(Cl)cc2)c(=O)c2c3c(sc21)COC(C)(C)C3
21	O=C(C1CCCO1)N1CCN(C(=S)Nc2ccc(F)c(Cl)c2)CC1 (configuration not stated)
22	O=C(NC1CCCC1)c1ccc(CSc2nc3cccnc3n2Cc2ccc(F)cc2)cc1
23	CC(C)CC(NC(=O)OC(C)(C)C)C(=O)O (configuration not stated)
24	CCOc1ccc(NC(=O)c2cc(S(=O)(=O)N3CCCCC3)c[nH]2)cc1
screen / no.,17,18,19,20,21,22,23,24
Tau fluor counter,-7%,-2%,2%,-4%,-11%,-4%,-15%,-6%
GAA inhib,.,-7%,.,-4%,?,.,.,.
Tau FP inhib,2%,-4%,-11%,?,-4%,3%,-9%,-5%
aGal spleen mod,13%,1%,.,-5%,-4%,.,3%,.
HTT ATP protect,1%,-27%,.,-14%,10%,.,8%[10 µM],.
aGlu spleen mod,3%,-2%,.,4%,-4%,.,1%,.
GAA glycogen mod,.,-13%,-1%[76.3 µM],9%,9%,-15%[76.3 µM],-5%,8%&6%[76.3 µM]
Tau ThT inhib,?,-9%,19%,?,-5%,0%,-15%,2%

25	COc1ccc(CCN2C(=O)c3[nH]nc(-c4ccccc4O)c3C2c2cccc(OC)c2)cc1 (configuration not stated)
26	O=C(CN1CCCCCC1)Nc1cccc(Br)c1
27	CSc1nc2nc3c(cc2c(=O)n1-c1ccccc1)COC(C)(C)C3
28	COc1ccccc1Nc1nc(Cl)nc(NC(C)(C)C)n1
29	CCC(C)c1c(O)nc(SCC(=O)N2CCOCC2)[nH]c1=O (configuration not stated)
30	C/C=C/C=C/C(=O)[C@@H]1[C@@H]([C@]2(C)OC(=O)C(C)=C2O)[C@H]2/C(=C(O)/C=C/C=C/C)C(=O)[C@]1(C)C(=O)C2(C)O (some centres not stated)
31	O=C(CNCc1ccc(F)cc1)Nc1ccccc1-c1ccccc1
32	COc1cc(C2CC(=O)Oc3cc(C)c(Cl)cc32)cc(OC)c1OC (configuration not stated)
screen / no.,25,26,27,28,29,30,31,32
Tau fluor counter,?,-6%,-3%,-17%,-7%,-4%,-3%,-23%[81.3 µM]
GAA inhib,.,3%,?,4%,3%,.,2%,.
Tau FP inhib,?,-6%,-5%,3%,-9%,?,3%,4%[81.3 µM]
aGal spleen mod,.,-11%,9%,-7%,1%,-6%,-2%,-11%[119 µM]
HTT ATP protect,.,-18%,.,-41%[inhibitor],2%,25%[10 µM],-35%[0.074 µM],-42%[inhibitor]
aGlu spleen mod,.,-11%,6%,-6%,5%,-10%,0%,-3%[119 µM]
GAA glycogen mod,4%[76.3 µM],3%,-5%,-3%,-10%,-4%,10%,.
Tau ThT inhib,?,0%,-6%,?,?,14µM*,-6%,-18%[81.4 µM]

33	C#CC[N+]1(CC#Cc2ccccc2)CCCCC1
34	N#Cc1c(NC(=O)c2ccc(Br)o2)n(-c2ccccc2)c2nc3ccccc3nc12
35	Cc1ccc2nc3c(cc2c1)c(NC(=O)c1cccnc1)nn3C
36	Oc1ccc(N2CCN(C(c3ccncc3)c3nnnn3C3CCCC3)CC2)cc1 (configuration not stated)
37	COc1ccc2nc(C)cc(SCC(=O)Nc3c(C)cc(C)cc3C)c2c1
38	CCOC(=O)c1ccc(N/C=C2\CCCCC2=O)cc1
39	CCN1CCN(CC(=O)N2N=C(c3ccc(OC)cc3)CC2c2ccc(OC)cc2)C(=O)C1=O (configuration not stated)
40	COc1ccc(-c2c(O)c(C#N)c(-c3ccccc3)n(-c3ccc(OC)cc3)c2=O)cc1
screen / no.,33,34,35,36,37,38,39,40
Tau fluor counter,2%,-26%,-15%,-14%,3%,-9%,-14%,-9%
GAA inhib,2%,.,-4%,-8%,3%,-3%,?,2%
Tau FP inhib,8%,-14%,1%,-2%,1%,6%,-3%,-2%
aGal spleen mod,-17%,9%,-3%,-6%,2%,5%,-13%,-4%
HTT ATP protect,-17%,-23%[0.074 µM],-18%,20%[10 µM],20%,1%,-26%,5%[10 µM]
aGlu spleen mod,-15%,6%,-4%,-11%,1%,0%,.,-2%
GAA glycogen mod,7%,-4%,2%,12µM*,-4%,5%,0%,6%
Tau ThT inhib,3%,25µM*,-10%,?,-15%,?,-13%,-15%

41	CCOc1ccccc1C(=O)N1CCc2cc(OC)c(OC)cc2C1COc1ccc2c(C)cc(=O)oc2c1 (configuration not stated)
42	Cc1ccc(C(=O)c2cn(Cc3cccc(Cl)c3)c3nc(C)ccc3c2=O)cc1
43	CCCCCn1c(NCc2ccccc2OC)nc2ccccc21
44	CCCCc1nc(Cl)c(C#N)c2c1CCCC2
45	CCCCc1nnc(NC(=O)C2CC(=O)N(c3ccc(C)cc3)C2)s1 (configuration not stated)
46	c1ccc2c(c1)NC1(CCCCCC1)n1c-2nc2ccccc21
47	O=C(NC1CCCC1)C1C2C=CC3(CN(Cc4cccs4)C(=O)C13)O2 (configuration not stated)
screen / no.,41,42,43,44,45,46,47
Tau fluor counter,-11%,1%,?,-3%,-17%,-28%,-3%
GAA inhib,.,.,.,-1%,10%,?,-1%
Tau FP inhib,-4%,?,13%,-10%,0%,11%,5%
aGal spleen mod,.,.,.,-10%,-11%,?,7%
HTT ATP protect,.,.,.,-12%[10 µM],15%,-58%[inhibitor],-7%
aGlu spleen mod,.,.,.,-3%,-4%,20%,3%
GAA glycogen mod,8%[76.3 µM],4%[76.3 µM],10%[76.3 µM],9%,-7%,-5%,-6%
Tau ThT inhib,-15%,-5%,?,-3%,-17%,?,3%
